# Source: PubChem BioAssay
# SENP8 block-1 = human SENP8 protease inhibitors, primary screen, biochemical, fluorescence, Nedd8 protein substrate, uHTS; Sentrin-specific protease 8 (Homo sapiens), Q96LD8; recombinant SENP8; inhibition, % at 20 µM; actives 0.64% (n = 360,000); AID 602440, 2012; in the data active = inhibition mostly above about 40%, no sharp cut-off; inactive = mostly below about 27%
# Target sequence (Q96LD8 whole entry, looked up): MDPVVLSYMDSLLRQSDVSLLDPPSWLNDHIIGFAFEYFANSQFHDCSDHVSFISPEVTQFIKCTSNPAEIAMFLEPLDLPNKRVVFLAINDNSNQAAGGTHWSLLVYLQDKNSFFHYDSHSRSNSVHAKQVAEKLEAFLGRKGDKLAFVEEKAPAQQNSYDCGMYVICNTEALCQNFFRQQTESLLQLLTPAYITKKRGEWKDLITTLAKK
# SENP1 inh = human SENP1 catalytic domain inhibitors, primary screen, biochemical, FRET, uHTS; recombinant SENP1 catalytic domain, CyPet-SUMO1-YPet FRET cleavage; inhibition, % at 10 µM; AID 624204, 2012; actives 0.21% (n = 360,000);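 active = inhibition at least 30% at 10 µM, raw YFP signal under a set limit, fluorescence ratio 0.5 to 1.5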;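 note: 0% = enzyme with DMSO and 100% = no enzyme wells; some results filed as inactive read as strong as hits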
# Target sequence (Q9P0U3 419-644 limits assumed): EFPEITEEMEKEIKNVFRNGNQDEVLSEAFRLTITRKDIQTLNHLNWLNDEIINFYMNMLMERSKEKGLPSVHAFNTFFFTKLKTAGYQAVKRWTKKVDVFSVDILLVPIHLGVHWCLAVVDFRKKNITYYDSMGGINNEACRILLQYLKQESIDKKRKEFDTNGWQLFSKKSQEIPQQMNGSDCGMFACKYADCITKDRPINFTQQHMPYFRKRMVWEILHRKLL
#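 Assay system: hSENP1 catalytic domain, recombinant. Amount: SENP1 enzyme, 20 pM final. Schedule: 50 min reaction, RT, dark. Technique: FRET, CFP and YFP emission. Control set: no-enzyme wells low, DMSO-plus-enzyme wells high control.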
# PfG6PD inh = PfG6PD enzyme inhibitors, primary screen, biochemical, fluorescence intensity, uHTS | glucose-6-phosphate dehydrogenase-6-phosphogluconolactonase (Plasmodium falciparum 3D7) | PfGluPho enzyme, NADPH resazurin-diaphorase fluorescence | inhibition, % at 20 µM | actives 0.78% (n = 350,000);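 active = inhibition reaching at least a set limit at 20 µM in the primary screen, cut at about 59% in these data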;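 note: 0% = DMSO wells with substrate and 100% = DMSO wells lacking glucose-6-phosphate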
# HKDC1 inh = HKDC1 hexokinase inhibitors, primary screen, biochemical, fluorescence, uHTS; recombinant HKDC1, G6PDH/diaphorase resazurin coupled fluorescence; actives 0.16% (n = 340,000); Q2TB90; inhibition, % at 20 µM;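 active = inhibition above about 35% when tested at 20 µM, limit read from the data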;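 note: plate controls were DMSO wells with enzyme for no effect and DMSO wells lacking enzyme for full effect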
#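 Material – in-house recombinant HK5 (HKDC1) enzyme · Quantity – HKDC1 at 5 µg/mL · Buffer or medium – pH 8.0 Tris buffer with 10 mM MgCl2 · Reagent – glucose with 1 mM ATP · Dosing – single 20 µM dose · Times – reaction time 90 min, room temperature, protected from light · Technique – resorufin fluorescence at 613 nm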
# SENP8 block-2 = SENP8 protease inhibitors, primary screen, biochemical, luminescence; actives 1.2% (n = 330,000); Sentrin-specific protease 8 (Homo sapiens), Q96LD8; inhibition, % at 10 µM; AID 2540, 2010; purified SENP8, Z-RLRGG-aminoluciferin cleavage; in the data active = inhibition above about 50%
# SENP7 inh = SENP7 protease inhibitors, primary screen, biochemical, luminescence, uHTS; AID 434973, 2010; inhibition, % at 5 µM; recombinant SENP7, Z-RLRGG-aminoluciferin luminescence, 40 min; Sentrin-specific protease 7 (Homo sapiens), Q9BQF6; actives 1.5% (n = 330,000);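 active = inhibition above about 50% at the single test dose, limit read from the data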;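 note: plate controls were DMSO with enzyme for no effect and no enzyme buffer wells for full effect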
# SENP6 inh = SENP6 protease inhibitors, primary screen, biochemical, luminescence, uHTS; Recombinant SENP6 catalytic domain, aminoluciferin luminescence; inhibition, % at 10 µM; actives 1.8% (n = 330,000);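 active = inhibition above about 50% at the single tested dose, limit read from the data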;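 note: plate controls were DMSO wells with enzyme for no effect and DMSO wells lacking enzyme for full effect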
# Target sequence (Q9GZR1 628-1112 limits assumed): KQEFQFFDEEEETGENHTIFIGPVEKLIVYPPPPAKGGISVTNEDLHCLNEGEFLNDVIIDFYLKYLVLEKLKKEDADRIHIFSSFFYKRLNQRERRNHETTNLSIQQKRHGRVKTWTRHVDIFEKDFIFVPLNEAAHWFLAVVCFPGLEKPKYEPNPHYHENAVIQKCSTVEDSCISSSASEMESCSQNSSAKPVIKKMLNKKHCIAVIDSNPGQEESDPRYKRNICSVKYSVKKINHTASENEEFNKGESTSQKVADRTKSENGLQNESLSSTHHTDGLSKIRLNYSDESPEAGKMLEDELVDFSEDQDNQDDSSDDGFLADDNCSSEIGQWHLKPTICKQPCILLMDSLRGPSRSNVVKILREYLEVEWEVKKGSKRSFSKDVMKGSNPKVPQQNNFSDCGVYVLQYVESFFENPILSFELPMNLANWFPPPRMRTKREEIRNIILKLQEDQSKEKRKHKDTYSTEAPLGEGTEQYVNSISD
# MIN6 prolif = inducers of MIN6 beta-cell proliferation, primary screen, ATP luminescence, uHTS; MIN6 cells proliferation, ATPlite luminescence, 48 h; cells starved in 0.2% serum; 100% = growth in 10% serum; proliferation, % at 10 µM; actives 0.29% (n = 330,000);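 active = compounds whose signal lies at least 3.5 SD above the mean of all wells on their plate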;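 note: 0% = DMSO-treated cells in low-serum medium and 100% = 10% serum control; some compounds called inactive have numbers as strong as hits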
# UBC13 polyUb = UBC13 polyubiquitin chain formation inhibitors, primary screen, biochemical, TR-FRET, uHTS; inhibition, % at 20 µM; actives 0.47% (n = 330,000); in the data active = inhibition above about 45%, passing the limit was not always enough
# Target sequence (P61088 whole entry, looked up): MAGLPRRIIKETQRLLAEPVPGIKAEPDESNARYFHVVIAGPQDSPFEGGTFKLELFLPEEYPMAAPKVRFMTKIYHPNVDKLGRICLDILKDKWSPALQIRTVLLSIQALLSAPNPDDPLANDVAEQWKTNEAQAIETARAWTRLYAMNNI
# An asterisk follows results filed as active; x = no result given.
# Every second line gives: SENP8 block-1	SENP1 inh	PfG6PD inh	HKDC1 inh	SENP8 block-2	SENP7 inh	SENP6 inh	MIN6 prolif	UBC13 polyUb
- C[C@H](CO)N1C[C@H](C)[C@@H](CN(C)S(=O)(=O)c2ccc(F)cc2)Oc2ccc(NC(=O)C3CC3)cc2C1=O
→ 12	1	1	-4	2	4	-11	-3	-1
- CC(C)C(NC(=O)c1ccc2c(c1)OCCO2)c1nc2ccccc2[nH]1 (stereo not drawn)
→ 5	5	-4	-8	-4	10	-15	-1	-4
- CC(C)(C)n1nnnc1C(c1ccc(Cl)cc1)N(Cc1cccnc1)Cc1ccco1 (stereo not drawn)
→ 25	2	-9	1	3	5	-6	-4	12
- COC(=O)c1sccc1-n1cccc1C(=O)C(=O)N1CC(C)OC(C)C1 (stereo not drawn)
→ 8	-2	-18	4	-3	-12	-19	-3	-8
- O=C(CCl)N(c1ccccc1)C1CCCCC1
→ 3	-1	-7	0	-8	-16	-27	-7	1
- COc1cc(/C=C/C(=O)OCC(=O)NC(=O)NCc2ccco2)ccc1OC(F)F
→ -28	-2	25	-3	-9	-7	-2	1	-9
- CCN(CC)CCN1C(=O)C(=O)/C(=C(/O)c2ccc(F)cc2)C1c1cccnc1 (stereo not drawn)
→ 11	-1	-10	-10	-3	-5	8	0	1
- Cc1cc(C)n(CC(O)Cn2cnc3c2c(=O)n(C)c(=O)n3C)n1 (stereo not drawn)
→ 7	2	3	-11	2	7	0	0	3
- COc1cccc(C(=O)NCC2CCCN(C(=O)c3ccc(C=O)cc3)C2)c1OC (stereo not drawn)
→ 0	1	5	-2	0	-2	9	-1	4
- CCOC(=O)COc1ccc(CCNC(C)=O)cc1
→ 3	2	11	-5	2	2	-2	1	5
- CC(C)c1c(C(=O)N/N=C/c2cccs2)nnn1-c1nonc1N
→ 15	0	11	-2	1	-2	2	-4	-5
- COCC(=O)Nc1c(C(=O)Nc2ccc3c(c2)OCCO3)oc2ccccc12
→ -29	1	32	-3	3	-2	4	-1	13
- OC(CN1CCOCC1)Cn1c2c(c3ccccc31)CCCC2 (stereo not drawn)
→ -23	-2	-2	10	4	2	-4	0	-3
- Cc1ccc(C)c(-n2c(Cc3cccs3)n[nH]c2=S)c1
→ 2	-1	25	13	2	0	-5	1	7
- COC(=O)c1cc(COC(=O)CNC(=O)c2ccc(Br)cc2)oc1C
→ 13	1	7	-6	-4	6	7	2	-6
- CN(C)c1nc(N)c([N+](=O)[O-])c(NCC2CCCO2)n1 (stereo not drawn)
→ 18	2	-5	-1	6	-5	3	-2	-8
- Cc1c(N(C)S(=O)(=O)c2cccc(C(=O)NC(C)C)c2)c(=O)n(-c2ccccc2)n1C
→ 9	1	29	-6	3	10	27	-5	-22
- CCn1c(O)c(C=Nc2ccccc2)n(-c2ccccc2)c1=S
→ 2	-161	6	1	4	-1	2	0	-2
- Cc1nnc(SCC(=O)Nc2ccc(S(=O)(=O)N3CCCCC3)cc2)s1
→ 22	0	-2	0	1	10	3	-2	0
- CC(NC(=O)c1cccnc1)C(=O)N1CCCCC1 (stereo not drawn)
→ -1	2	7	-5	-3	0	-1	-1	4
- CCCOc1ccc(C(=O)CCC(=O)OCC(=O)N2CC(=O)Nc3ccccc32)cc1
→ 8	-1	-1	7	4	-1	-5	1	-4
- COc1ccc(/C=N/NC(=O)CN2CCN(Cc3ccccc3)CC2)cc1Br
→ 0	-1	-1	0	-3	-8	0	1	6
- OCCc1c[nH]c2ccc(OCc3ccccc3)cc12
→ -6	2	7	-5	-6	0	-20	-1	3
- CNS(=O)(=O)c1cc(NC(C)=O)c(C)cc1C
→ 20	2	-10	-11	5	5	1	0	4
- O=C(NCc1ccccc1)c1onc(CSc2ccccc2)c1C(=O)NCc1ccccc1
→ 11	1	20	3	4	10	11	-7	-2
- COc1ccccc1C(=O)NNC(=O)C(=O)Nc1cccc(Cl)c1C
→ 17	3	-15	3	-6	-3	2	-1	2
- COC(=O)c1cc(NS(=O)(=O)c2ccc(C)c3ccccc23)ccc1N1CCOCC1
→ 11	1	1	1	3	2	-7	-2	2
- Cc1ccc(S(=O)(=O)N2CCN(CCC#N)CC2)cc1
→ 17	3	8	-4	-5	5	-5	-4	0
- CS(=O)(=O)N(Cc1ccc(C(=O)NC2CCCCC2O)cc1)c1ccccc1 (stereo not drawn)
→ 25	3	-25	-4	8	-2	-10	1	3
- Cc1ccc(-c2ccc(=O)n(CC(=O)Nc3ccc4c(c3)OCCO4)n2)cc1
→ 1	3	1	19	-1	7	-11	0	-6
- Fc1ccc(-n2cnnn2)c(F)c1
→ 17	1	-9	-8	1	-2	-11	-1	-4
- COc1cccc(CC2(CO)CCCN(Cc3ccccc3-c3ccco3)C2)c1 (stereo not drawn)
→ 0	-23	15	-2	-1	8	-2	-5	-2
- CCN(c1ccc(OC)cc1)S(=O)(=O)c1nnc(NC(=O)COc2ccc(C)cc2)s1
→ -17	-13	-35	4	1	-4	9	-2	-22
- COc1ccc(OC)c(NC(=O)C(=O)NNC(=O)C23CC4CC(CC(C4)C2)C3)c1
→ 10	-1	-14	5	2	-3	7	0	-13
- Cc1ccc(C(=O)/C=C/c2ccc3c(c2)OCCO3)c(O)c1
→ 6	1	4	2	3	-5	-31	-5	1
- CSc1nc2nc3c(cc2c(=O)n1-c1ccccc1)COC(C)(C)C3
→ -41	-2	1	-9	-1	7	9	3	0
- CCOc1ccc(-n2nnnc2SCC(=O)N2CCOCC2)cc1
→ 21	1	-19	-5	-10	-5	3	-1	-8
- CCCCn1c(NC(=O)c2ccc(F)cc2)c(C#N)c2nc3ccccc3nc21
→ x	x	x	x	95*	19	92*	-6	-19
- Cc1ccc(CCNC(=O)CCNS(=O)(=O)c2ccc3c(c2)oc(=O)n3C)cc1
→ 11	-18	-3	-10	-1	-2	11	-3	16
- COc1ccc(N(CC(=O)NC2CCCCC2)C(=O)CCCC(=O)Nc2ccccn2)cc1
→ 7	1	-14	-7	-2	-1	-17	0	3
- CCN(CC)C(=O)N1CCC(NC(=O)Cc2ccccc2)CC1
→ 5	1	-3	-4	3	5	-3	-2	6
- c1ccc(Cn2c(-c3cncs3)nc3ccccc32)cc1
→ 3	0	-6	-4	5	15	40	-3	3
- COc1ccc(-c2cc(=O)oc(-c3cccc(C)c3)n2)cc1
→ -15	-51	-5	1	-7	-5	-18	-1	-6
- COc1ccc2c(c1)/C(=C\c1cccc(/C=C3/C(=O)Nc4ccc(OC)cc43)n1)C(=O)N2
→ 13	1	22	37*	x	x	x	x	x
- COc1ccc2cc(CCNS(=O)(=O)c3c(C)cc(C)cc3C)c(=O)[nH]c2c1
→ -46	-1	-3	7	-1	6	12	6	2

# Entries of single compounds, quoted from the list. Screens in order: SENP8 block-1 | SENP1 inh | PfG6PD inh | HKDC1 inh | SENP8 block-2 | SENP7 inh | SENP6 inh | MIN6 prolif | UBC13 polyUb
# Profile of `Fc1ccc(-n2cnnn2)c(F)c1` : 17 | 1 | -9 | -8 | 1 | -2 | -11 | -1 | -4
# Profile of `CC(NC(=O)c1cccnc1)C(=O)N1CCCCC1` (stereo not drawn) : -1 | 2 | 7 | -5 | -3 | 0 | -1 | -1 | 4
# Profile of `Cc1ccc(C(=O)/C=C/c2ccc3c(c2)OCCO3)c(O)c1` : 6 | 1 | 4 | 2 | 3 | -5 | -31 | -5 | 1
# Profile of `CCN(CC)C(=O)N1CCC(NC(=O)Cc2ccccc2)CC1` : 5 | 1 | -3 | -4 | 3 | 5 | -3 | -2 | 6

# Further entries:
# Every second line gives: SENP8 block-1	SENP1 inh	PfG6PD inh	HKDC1 inh	SENP8 block-2	SENP7 inh	SENP6 inh	MIN6 prolif	UBC13 polyUb
- Oc1ccc(NCc2cccc(OCc3ccccc3)c2)cc1
→ 43*	5	59*	8	-7	0	69*	-6	-21
- CCOCCOC(=O)c1cccc2c1-c1ccccc1C2=O
→ 1	0	-17	7	4	2	7	-2	10
- O=C(Nc1ccccc1C(=O)N1CCOCC1)C1CC(=O)N(c2ccc(F)cc2)C1 (stereo not drawn)
→ 8	-1	-6	3	-4	-1	-11	0	-2
- C=CCNC(=O)c1onc(CSc2ccccc2)c1C(=O)O
→ 15	1	6	-1	0	-3	-8	2	-9
- O=C1NC2(CCCCC2)C(=O)N1/N=C/c1ccccc1Br
→ 7	0	12	-11	0	-7	-4	4	15
- CCOc1ccc(CCNC(=O)C2CC(=O)N(CCc3ccccc3)C2)cc1OCC (stereo not drawn)
→ 13	1	-23	4	6	15	18	-4	2
- COc1ccc(NC(=O)C2=NN(c3ccccc3)C(=O)CC2)cn1
→ 19	0	8	2	-3	-1	-6	-4	-8
- O=C(Nc1ccc(Cl)cc1)NN1CC(=O)N(c2cccc(C(F)(F)F)c2)CC1=O
→ 23	2	2	-4	-1	2	7	-1	5
- COc1cc(/C=C(\C#N)C(=O)N2CCCCC2)ccc1O
→ -13	-80	8	-5	-4	-4	-5	0	0
- O=C(CCN1C(=O)/C(=C/c2ccccc2Cl)SC1=S)NN1CCOCC1
→ 14	3	-8	3	45	52*	37	3	33
- O=C(Cc1c(O)c2ccccc2[nH]c1=O)NCc1cccc(F)c1
→ -8	2	-5	-6	-9	-3	-5	-1	-8
- CCNC(=S)Nc1ccc(C)c(Cl)c1
→ 18	2	-5	-4	-5	0	-4	-3	-3
- COc1ccc(C(=O)Nc2ccc(S(=O)(=O)N3CCOCC3)cc2)cc1[N+](=O)[O-]
→ 8	0	-3	-2	4	-3	0	-4	1
- CN(C)CCCn1c(=S)[nH]c2sc3c(c2c1=O)CCCC3
→ -62	0	30	5	3	1	-12	-4	9
- O=C(NCCc1ccc(Cl)cc1)c1cccc(NC2=NC3CS(=O)(=O)CC3S2)c1 (stereo not drawn)
→ 6	2	9	0	8	-2	7	-2	4
- COCCNC(=O)c1onc(CSc2ccccc2F)c1C(=O)O
→ 9	1	6	-6	-13	-17	-8	-3	-9
- Cc1nc([N+](=O)[O-])c(N2CCOCC2)n1Cc1ccccc1
→ 18	0	-12	-6	-11	1	-21	2	-5
- CC(/C=C/c1ccccc1)=N\NC(=O)Cn1nc(C)cc1C
→ 14	2	-3	-13	-1	-2	14	0	-3
- CC1(C)Cc2nc3sc4c(SCC(=O)NCc5ccccc5)ncnc4c3cc2CO1
→ -23	-2	-15	3	4	-1	4	-4	-15
- O=C(NC1=NCCS1)c1ccc(Cl)c(S(=O)(=O)N2CCCCCC2)c1
→ -4	1	-15	-6	2	1	-4	-1	7
- COc1ccc(-c2noc(CCC(=O)NCCc3cccc(C)c3)n2)cc1
→ 13	2	0	2	-1	-2	0	2	22
- OCC[C@H]1C[C@@H](O)[C@H](O)[C@@]2(CCCc3ccccc3O2)O1
→ 11	2	-6	-7	1	1	-11	3	0
- FC(F)(F)c1ccccc1NC(=S)Nc1cccc2cnccc12
→ -119	-7	55	12	x	x	x	x	x
- CCc1[nH]nc(C(=O)N2CCCC(N3CCN(c4ccccc4C)CC3)C2)c1C (stereo not drawn)
→ 7	2	-10	7	-2	10	-13	0	-5
- CCOCCOCCC(C(=O)O)P(=O)(c1ccccc1)c1ccccc1 (stereo not drawn)
→ 22	2	1	-3	8	11	-13	-1	-4
